All columns: NCI-60 one-dose screen, growth in % after 48 h at 10 µM unless noted; 100 = growth as untreated, 0 = no growth, -100 = all killed.
SNB-75 – SNB-75 CNS cancer. 79,000 tested, 5% active. AID 1794750
SF-295 – SF-295 CNS cancer cells; 79,000 tested, 5.6% active
U251 – U251 CNS tumor cells; 80,000 tested, 5.4% active
SNB-19 – SNB-19 CNS cancer cells; AID 1794751; 81,000 tested, 2.5% active
KM12 – KM12 colon cancer cells; 82,000 tested, 5% active; AID 1794800
HCC-2998 – HCC-2998 colon cancer. 79,000 tested, 4.7% active. AID 1794799
SF-539 – SF-539 CNS cancer; 81,000 tested, 6.8% active
SF-268 – SF-268 CNS cancer cells; AID 1794759; 82,000 tested, 3.1% active
HCT-116 – HCT-116 colon cancer. 82,000 tested, 7.3% active
The depositor's hits bear a star; x = not tested or not shown; & = joins results of further samples. Rule for the calls: active = growth percent below 10; inactive = the rest. The list is partial; rates above refer to the full screens.

Compound	SNB-75	SF-295	U251	SNB-19	KM12	HCC-2998	SF-539	SF-268	HCT-116
Sc1c(Cl)c(Cl)c(Cl)c(Cl)c1Cl	x	96	108	101	99	90	100	98	106
O=c1oc2ccccc2n1SC(Cl)(Cl)Cl	88	101	105	100	109	107	97	100	97
CCOC(=O)c1ccccc1N	86	115	105	105	111	150	109	104	109
Cc1ccccc1NC(N)=S	102	145	115	114	125	117	109	112	110
N#Cc1nc(-c2ccc(Cl)cc2)oc1N1CCC(S(=O)(=O)F)CC1	100	89	87	87	94	102	86	74	98
N#CC(NC(=O)CCl)=C(Cl)Cl	67	90	9.2*	60	57	-6.6*	5.8*	29	-41*
CC12CCC(C(S(=O)(=O)O)C1=O)C2(C)C (configuration not stated)	91	98	97	98	107	96	92	109	103
O=C(/C=C/c1sc(N(CCCl)CCCl)nc1Cl)c1ccc2c(c1)OCO2	79	108	100	104	104	114	102	96	91
CCOP(=O)(CCCP(=O)(OCC)OCC)OCC	92	102	100	106	108	121	93	104	102
Cc1ccccc1O	x	135	105	107	106	99	104	109	103
CCC(C#N)NC(C)Cc1ccccc1 (configuration not stated)	31	92	103	106	103	115	108	102	99
O=c1oc2ccc(-c3ccc(F)cc3F)cc2c(=O)n1-c1ccc([N+](=O)[O-])c(C(F)(F)F)c1	97	93	95	91	100	110	98	98	105
COc1cc(/C=N/C2=C(C#N)C(c3ccco3)c3c(c4cc(C)ccc4oc3=O)O2)cc(OC)c1OC (configuration not stated)	83	92	97	98	81	109	91	95	85
CCCCCCOc1ccc(C(=O)Oc2ccc(CSP(=O)(OCC3OC(n4cnc5c(N)ncnc54)CC3O)OC3C(CO)OC(n4ccc(=O)[nH]c4=O)C3OC)cc2)cc1 (configuration not stated)	88	98	84	84	94	83	98	99	62
CCc1ccccc1-n1c(C)nc2ccccc2c1=O	92	114	97	104	105	92	100	101	99
N#CCN	115	108	104	111	105	112	99	95	105
CCOC(=O)C1C(=O)C(CN(CCCl)CCCl)C(=O)C(C(=O)OCC)C1c1ccc(O)cc1 (configuration not stated)	93	110	97	99	104	83	90	95	94
ClCCN(CCCl)c1nc(Cl)c(C2CC(c3ccc(Cl)cc3)=NN2c2cc(Cl)cc(Cl)c2)s1 (configuration not stated)	98	101	99	88	108	109	118	102	86
COC(=O)[C@@]1(C)CC[C@]2(C)CC[C@]3(C)C4=CC(=O)c5c(cc(O)c(O)c5C)[C@]4(C)CC[C@@]3(C)[C@@H]2C1	112	50	42	61	50	77	78	62	31
O=C([O][Hg][CH2]C1OCCOC1[CH2][Hg][O]C(=O)c1ccccc1)c1ccccc1 (configuration not stated)	93	112	43	105	107	108	80	114	-95*

Arranged by SMILES length (smallest number first): 4 of the compounds above
Compound	SNB-75	SF-295	U251	SNB-19	KM12	HCC-2998	SF-539	SF-268	HCT-116
CCC(C#N)NC(C)Cc1ccccc1 (configuration not stated)	31	92	103	106	103	115	108	102	99
Sc1c(Cl)c(Cl)c(Cl)c(Cl)c1Cl	x	96	108	101	99	90	100	98	106
CCc1ccccc1-n1c(C)nc2ccccc2c1=O	92	114	97	104	105	92	100	101	99
O=C(/C=C/c1sc(N(CCCl)CCCl)nc1Cl)c1ccc2c(c1)OCO2	79	108	100	104	104	114	102	96	91

(listing goes on)
Compound	SNB-75	SF-295	U251	SNB-19	KM12	HCC-2998	SF-539	SF-268	HCT-116
O=[N+]([O-])c1c(Cl)sc(Cl)c1[N+](=O)[O-]	100	105	93	105	102	111	x	109	96
OCCN1CCN(c2ccccc2)CC1	87	107	107	101	92	73	89	104	105
CCOP(=S)(OCC)N1CC1	83	89	96	105	108	96	104	104	93
Cc1ccccc1N1COOC2(OOC1)C1CC3CC(C1)CC2C3	x	106	112	108	101	101	102	100	100
COc1cc2c(cc1OC)C(C)NCC2 (configuration not stated)	100	101	79	103	99	x	101	107	100
C/C(=C\c1ccn(-c2ccc(N)c(C(F)(F)F)c2)n1)[C@@H]1C[C@@H]2O[C@]2(C)CCC[C@H](C)[C@H](O)[C@@H](C)C(=O)C(C)(C)[C@@H](O)CC(=O)O1	-2.3*	15	26	38	21	0.3*	-8.5*	36	9.0*
C=CCCC1(CCC)C(=O)NC(=O)NC1=O	95	86	102	102	105	112	95	104	102
CCC1CCC(=O)O1 (configuration not stated)	96&86	119	108&97	113&115	108&100	109	106&99	110&106	107&106
NC(=S)Nc1ccccc1	92	132	109	107	106	112	105	100	109
COc1cc(/C=C\c2cc(OC)c(OC)c(OC)c2)cc(N/C=C\C(=O)c2cn(C)c3ccccc23)c1OC	44	40	75	81	64	94	60	93	78
O=C(O)c1ccccc1C(=O)OO	106	102	102	109	104	x	x	103	109
CC[C@H](C)[C@H](NC(=O)NC(C)(C)C)C(=O)N(C)[C@H](C[C@@H](OC(C)=O)c1nc(C(=O)N[C@@H](Cc2ccccc2)C[C@H](C)C(=O)OC)cs1)C(C)C	34	12	11	48	14	20	2.6*	22	1.0*
O=C(O)C(Br)C1CCCCC1 (configuration not stated)	94	103	107	107	103	101	93	109	98
CNC(C)C(O)c1ccc(O)cc1 (configuration not stated)	81&103	109&111	103&103	92&104	116&107	129&97	103&122	104&109	106&102
CCCCCCCCCCCCCCCC[n+]1ccccc1	-40*	-57*	-76*	-63*	-82*	-61*	-27*	-33*	-95*
CCCCOC(=O)c1ccccc1C(=O)OCCCC	78	109	99	107	102	102	104	103	97
COc1ccc(/C=C\c2cc(OC)c(OC)c(OC)c2)cc1OCC(=O)Nc1nc2ccc(F)cc2s1	16	x	21	73	42	72	27	49	17
Nc1ccc(N)cc1	101	101	99	113	153	102	91	124	94
O=C(O)C1C(C(=O)O)C2(Cl)C(Cl)=C(Cl)C1(Cl)C2(Cl)Cl (configuration not stated)	94&82	113&101	103&98	100&124	105&100	102	89	106&105	107&101
CC(Cl)(CCl)C(N)=O (configuration not stated)	94	115	112	100	106	109	104	108	106

Exported as labelled records: entries from further up.
> OCCN1CCN(c2ccccc2)CC1
  SNB-75: 87; SF-295: 107; U251: 107; SNB-19: 101; KM12: 92; HCC-2998: 73; SF-539: 89; SF-268: 104; HCT-116: 105

> CCOP(=S)(OCC)N1CC1
  SNB-75: 83; SF-295: 89; U251: 96; SNB-19: 105; KM12: 108; HCC-2998: 96; SF-539: 104; SF-268: 104; HCT-116: 93

> Cc1ccccc1N1COOC2(OOC1)C1CC3CC(C1)CC2C3
  SNB-75: x; SF-295: 106; U251: 112; SNB-19: 108; KM12: 101; HCC-2998: 101; SF-539: 102; SF-268: 100; HCT-116: 100

> COc1cc2c(cc1OC)C(C)NCC2 (configuration not stated)
  SNB-75: 100; SF-295: 101; U251: 79; SNB-19: 103; KM12: 99; HCC-2998: x; SF-539: 101; SF-268: 107; HCT-116: 100

Remaining list, next part:
Compound	SNB-75	SF-295	U251	SNB-19	KM12	HCC-2998	SF-539	SF-268	HCT-116
CC1CC2(C)C(CCC3C2CCC2(C)C(OP(=O)(N4CC4)N4CC4)CCC32)CC1=O (configuration not stated)	89	108	92	97	99	93	105	97	82
CCN(/C=C1\CC2C3CC=C4CC(O)CCC4(C)C3CCC2(C)C1=O)CC (configuration not stated)	93	104	99	99	108	107	101	100	102
N=c1nc2n3c(nnnc3n1)NN2	105	98	106	x	93	112	103	109	100
Cn1c(=O)c2ncnnc2n(C)c1=O	122	101	111	100	99	113	119	107	99
O=[N+]([O-])c1ccc(N2CC2)c([N+](=O)[O-])c1	86	x	98	87	98	101	87	108	95
CCC(c1ccc(OC(=O)Cc2ccc(N(CCCl)CCCl)cc2)cc1)C(CC)c1ccc(OC(=O)Cc2ccc(N(CCCl)CCCl)cc2)cc1 (configuration not stated)	81	95	x	106	103	99	105	105	99
CCOC(=O)[C@@H](C)C[C@H](Cc1ccccc1)NC(=O)c1csc([C@@H](C[C@H](C(C)C)N(C)C(=O)[C@@H](NC(=O)[C@H]2CCCCN2C)C(C)(C)CC)OC(C)=O)n1	-6.0*	-4.7*	9.6*	18	1.9*	12	-28*	12	0.0*
CNC(=O)CCl	96	105	95	104	108	95	102	104	100
CC1(C)N=C(N)N=C(N)N1c1cccc(CCCCc2ccc(S(=O)(=O)F)cc2Cl)c1	73	61	48	57	32	51	35	43	22
O=[N+]([O-])c1cc([As](=O)(O)O)ccc1O	97&97	96	101&105	104&104	110&102	103&103	110	98&107	100&108
CCC1(C(C)C)C(=O)NC(=S)NC1=O	96	x	96	108	100	117	94	96	106
O=C(Cl)c1ccncc1	91	101	104	121	104	92	117	103	109
OCCSCSCCO	95	x	103	106	115	113	104	115	105
COC[CH2][Hg][C]#[C][Hg][CH2]COC	83	x	x	108	86	103	91	94	99
CCOP(=O)(NC(C)C)OCC	72	114	101	107	109	107	101	100	107
O=c1[nH]c(N2CC3CC(C2)c2cccc(=O)n2C3)nc2sc(-c3ccccc3)cc12 (configuration not stated)	92	109	110	117	101	88	92	97	92
CC(=O)Nc1c2sscc-2n(C)c1=O	-98*	-96*	-100*	-100*	-100*	-100*	-95*	-80*	-100*
CCCCCOC(=O)c1ccccc1C(=O)OCCCCC	98	113	97	98	84	108	100	98	77
CNC(=O)Oc1cc(C)c(OC(=O)NC)c(C)c1	93	110	106	104	127	106	100	118	97
Oc1ccc(-c2ccccc2)cc1	96	123	104	109	105	x	102	101	99
CC1(C)N=C(N)N=C(N)N1c1ccc(OCC(=O)Nc2cccc(S(=O)(=O)F)c2)cc1	82	x	97	97	108	106	88	109	96
Cc1ccc(NC(=O)CCl)cc1	81	89	47	92	93	118	141	86	71
CCN1C(=O)CC(=O)N(CC)C1=S	72	111	105	101	106	x	97	101	94
O=C(CBr)OCCCl	104	95	98	101	111	112	102	109	105
Cc1nc(N2CC2)nc(N(C)c2ccccc2)c1[N+](=O)[O-]	85	112	101	100	99	106	x	110	103
O=C(NC1=NCC[Se]1)c1ccccc1O	67	95	44	69	72	90	53	43	20
CC[C@H](C)[C@H](NC(=O)CN(C)C)C(=O)N(C)[C@H](C[C@@H](OC(C)=O)c1nc(C(=O)NC23CC(C(=O)OC)(C2)C3)cs1)C(C)C	45	14	13	41	11	20	-8.6*	22	4.9*
O=[N+]([O-])c1ccc(/C=C/C=C/c2ccc(Cl)cc2S(=O)(=O)F)c(Cl)c1	85	x	103	99	101	101	103	104	100
O=[N+]([O-])c1ccc(P(=O)(O)O)cc1	80	96	96	108	115	102	103	106	97
C[C@]12CCc3nc(-c4ccc(O)c(O)c4)sc3C1=CC[C@@H]1[C@@H]2CC[C@]2(C)C(=O)CC[C@@H]12	92	104	40	75	91	99	56	81	26
OC(c1ccccc1)C(Cl)(Cl)Cl (configuration not stated)	x	99	94	108	100	105	100	99	103
